High-throughput results: PubChem, several laboratories
KOR beta-arrestin-1 = KOR agonists, beta-arrestin recruitment, primary screen, cell-based, luminescence, uHTS (AID 1777). 0.02% of 280,000 active. KOR beta-arrestin recruitment, luminescence; higher % means a stronger effect. one-dose activation, % at 10 µM; EC50 in µM for titrated hits; in the data active = activation above about 50%, passing the limit was not always enough; note: a part of the inactive calls stands beside numbers as strong as those of hits
KOR beta-arrestin-2 = KOR antagonists, beta-arrestin recruitment, cell-based, luminescence, uHTS (AID 1778). one-dose inhibition, % at 10 µM; IC50 in µM for titrated hits. KOR beta-arrestin recruitment, luminescence, antagonist mode; higher % means a stronger effect. Kappa-type opioid receptor (Homo sapiens). 0.091% of 290,000 active; in the data active = inhibition above about 50%; note: strong numbers were not always called active
K1F lysis inhibition = inhibition of K1F phage lysis, E. coli UTI89, bacterial capsule biogenesis inhibitors, alamar blue (AID 488966); E. coli UTI89 K1F phage lysis, alamar blue, 2 h; higher % means a stronger effect; 0.02% of 340,000 active; inhibition, % at 100 µM, or IC50 in µM where a hit was titrated;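 active = phage lysis inhibition, versus mean bacterial control, above a set limit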;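 note: capsule biogenesis inhibitors block K1F phage lysis so surviving cells raise fluorescence; higher fluorescence means more inhibition of phage lysis; actives were called in the ten point dose series up to 300 µM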
GPR55 activation = GPR55 agonists via beta-arrestin recruitment, primary screen, imaging, U2OS cells, beta-arrestin-GFP redistribution (AID 1961). U2OS GPR55 beta-arrestin-GFP redistribution imaging; higher % means a stronger effect. 0.048% of 290,000 active. activation, % at 10 µM, or EC50 in µM where a hit was titrated. G-protein coupled receptor 55 (Homo sapiens);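 active = activation above 40% with more than 50 cells counted in the well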;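 note: U2OS osteosarcoma cells stably expressing GPR55 and beta-arrestin-GFP; plate controls were DMSO negative control for no effect and LPI positive control for full effect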
Rac1 GTP hydrolysis = MgcRacGAP GTPase-activating activity inhibitors, confirmation, biochemical, ADP Hunter fluorescence | MgcRacGAP-stimulated Rac1 GTP hydrolysis, ADP Hunter fluorescence; higher % means a stronger effect; GST-tagged Rac1 F28L mutant substrate | inhibition, % at 30 µM; hits with a dose series show IC50 in µM | 0.6% of 340,000 active | Rac GTPase-activating protein 1 (Homo sapiens);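 active = first-screen hits whose inhibition reached a set limit at any dose in the follow-up dose series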;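 note: fluorescence reports GDP produced by GAP-driven GTP hydrolysis; strong numbers were not always called active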
NTR1 ag = agonists of NTR1, primary screen, imaging, U2OS cells, beta-arrestin-GFP, high content (AID 493036); 0.17% of 330,000 active; NTR1-U2OS beta-arrestin-GFP spot imaging, agonist mode; activation, % at 20 µM;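 active = activation at or above 40% of the spot to cytoplasm intensity ratio, with at least 20 cells analyzed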;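 note: 0% = DMSO without peptide and 100% = 100 nM NTR1 peptide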
Target sequence (P30989 whole entry, looked up): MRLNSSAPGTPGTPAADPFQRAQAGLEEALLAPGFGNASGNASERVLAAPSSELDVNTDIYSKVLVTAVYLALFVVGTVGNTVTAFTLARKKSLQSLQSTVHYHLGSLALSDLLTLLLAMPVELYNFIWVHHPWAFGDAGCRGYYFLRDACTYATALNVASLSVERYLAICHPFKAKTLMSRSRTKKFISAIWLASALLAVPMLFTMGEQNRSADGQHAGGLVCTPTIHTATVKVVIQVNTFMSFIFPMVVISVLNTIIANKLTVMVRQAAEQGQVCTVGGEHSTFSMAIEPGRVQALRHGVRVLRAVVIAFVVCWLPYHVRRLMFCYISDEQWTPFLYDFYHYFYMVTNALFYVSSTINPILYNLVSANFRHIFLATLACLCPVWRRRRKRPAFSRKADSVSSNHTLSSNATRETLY
NOD1 NF-kB reporter = NOD1 signaling inhibitors, primary screen, cell-based, luminescence, uHTS (AID 1578). NOD1-driven NF-kB luciferase reporter cells, luminescence; higher % means a stronger effect. inhibition, % at 4 µM, or EC50 in µM where a hit was titrated. 1% of 290,000 active; in the data active = inhibition mostly above about 36%, no sharp cut-off; inactive = mostly below about 34%;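 note: HEK-293T reporter cells stimulated with the NOD1 agonist gamma-tri-DAP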
GPR35 antagonists = GPR35 antagonists blocking zaprinast-driven arrestin recruitment, primary screen, imaging, U2OS, beta-arrestin-GFP, zaprinast agonist (AID 2058). inhibition, % at 10 µM, or IC50 in µM where a hit was titrated. 0.052% of 290,000 active. U2OS GPR35 beta-arrestin-GFP translocation imaging, zaprinast antagonism; higher % means a stronger effect;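 active = inhibition of at least 50% with at least 30 cells and total cytoplasm GFP at most 10,000,000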
GPR55 LPI antagonism = GPR55 antagonists blocking LPI-driven arrestin recruitment, primary screen, imaging, U2OS, beta-arrestin-GFP, LPI agonist (AID 2013); U2OS GPR55 beta-arrestin-GFP translocation imaging, LPI antagonism; higher % means a stronger effect; inhibition, % at 10 µM; hits with a dose series show IC50 in µM; 0.13% of 290,000 active;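 active = spots per cell inhibited over 60%, with over 100 cells counted and total cytoplasm intensity under 500,000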;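 note: U2OS cells stably carrying GPR55 and arrestin-GFP stimulated by 5 µM LPI near EC80; imaged beta-arrestin-GFP aggregate spots per cell after agonist stimulation; plate controls were LPI-stimulated DMSO wells for no effect and DMSO wells without LPI for full effect; some results filed as inactive read as strong as hits; confirmed hits need IC50 under 10 µM and bright autofluorescent wells are also inconclusive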
NTR1 ag cell count 20 µM = also measured in NTR1 ag; calls as there; cell count; measured here: cell count, cytotoxicity flag
The depositor's hits bear a star; [ ] = another dose, or the depositor's remark. A portion of the library; the hit share may differ from the screen's.

CCCCNC(=O)c1onc(CSc2ccc(C(C)C)cc2)c1C(=O)O was read as KOR beta-arrestin-1 2.9%, KOR beta-arrestin-2 21%, K1F lysis inhibition inactive, GPR55 activation 0.1%, Rac1 GTP hydrolysis 8%, NOD1 NF-kB reporter -62%, GPR35 antagonists -3% and GPR55 LPI antagonism 21%.
For CCOC(=O)c1[nH]c2ccccc2c1NC(=S)Nc1ccccc1C the results were KOR beta-arrestin-1 0.1%, KOR beta-arrestin-2 22%, K1F lysis inhibition 1.1%, GPR55 activation -0.3%, Rac1 GTP hydrolysis 66µM*, NTR1 ag -0.7, NOD1 NF-kB reporter -33%, GPR35 antagonists -8%, GPR55 LPI antagonism 6% and NTR1 ag cell count 20 µM 42.
COc1ccc(S(=O)(=O)NCCSc2ccc(C)cc2)cc1OC was read as KOR beta-arrestin-1 1.6%, KOR beta-arrestin-2 -8%, K1F lysis inhibition -0.9%, GPR55 activation -0.2%, Rac1 GTP hydrolysis 1%, NTR1 ag 0.1, NOD1 NF-kB reporter -3%, GPR35 antagonists 0%, GPR55 LPI antagonism 7% and NTR1 ag cell count 20 µM 46.
Screening COc1ccc2nc3oc(C(=O)N4CC(C)CC(C)C4)cc3cc2c1 (stereo not given) returned KOR beta-arrestin-1 -5.7%, KOR beta-arrestin-2 -11%, K1F lysis inhibition 0.1%, GPR55 activation -0.1%, Rac1 GTP hydrolysis 16%, NTR1 ag -0.7, NOD1 NF-kB reporter -27%, GPR35 antagonists 10%, GPR55 LPI antagonism 12% and NTR1 ag cell count 20 µM 61.
Cc1cc(C)n(-c2ccc(F)cc2CN2CCN(Cc3ccccc3)C(CCO)C2)n1 (stereo not given) was read as KOR beta-arrestin-1 2.6%, KOR beta-arrestin-2 -35%, K1F lysis inhibition 0.4%, GPR55 activation 0.3%, Rac1 GTP hydrolysis 3%, NTR1 ag -0.4, NOD1 NF-kB reporter -37%, GPR35 antagonists -12%, GPR55 LPI antagonism 4% and NTR1 ag cell count 20 µM 69.
For Cc1ccc(S(=O)(=O)Oc2ccc(C3C4=C(CCCC4=O)N(CCC(=O)O)C4=C3C(=O)CCC4)cc2Cl)cc1 the results were KOR beta-arrestin-1 2.1%, KOR beta-arrestin-2 0%, K1F lysis inhibition 0.8%[50 µM], GPR55 activation -0.2%, Rac1 GTP hydrolysis 8%, NTR1 ag 4.0, NOD1 NF-kB reporter -30%, GPR35 antagonists -3%, GPR55 LPI antagonism 11% and NTR1 ag cell count 20 µM 62.
O=C(c1ccc(Cl)cc1)N1CCc2c([nH]c3ccccc23)C1C(F)(F)F (stereo not given) was read as KOR beta-arrestin-1 8.1%, KOR beta-arrestin-2 2%, K1F lysis inhibition -2.1%, GPR55 activation -0.2%, Rac1 GTP hydrolysis -7%, NTR1 ag 8.5, NOD1 NF-kB reporter 3%, GPR35 antagonists 20%, GPR55 LPI antagonism -4% and NTR1 ag cell count 20 µM 44.
CCN(CC(=O)NCc1ccc(F)cc1)C(=O)c1oc2ccccc2c1C was read as KOR beta-arrestin-1 0.2%, KOR beta-arrestin-2 -25%, K1F lysis inhibition -0.1%, GPR55 activation -0.2%, Rac1 GTP hydrolysis 6%, NTR1 ag -0.4, NOD1 NF-kB reporter 6%, GPR35 antagonists -6%, GPR55 LPI antagonism -3% and NTR1 ag cell count 20 µM 56.
CCCCCCCc1nn2c(=O)cc(O)nc2s1 was read as KOR beta-arrestin-1 1.4%, KOR beta-arrestin-2 -16%, K1F lysis inhibition -0.2%, GPR55 activation 0.4%, Rac1 GTP hydrolysis 0%, NTR1 ag -1.6, NOD1 NF-kB reporter -4%, GPR35 antagonists 0%, GPR55 LPI antagonism 3% and NTR1 ag cell count 20 µM 73.
COc1cc(NC(=S)NC2CC(C)(C)NC(C)(C)C2)c(OC)cc1Cl was read as KOR beta-arrestin-1 -0.4%, KOR beta-arrestin-2 3%, K1F lysis inhibition 0.2%, GPR55 activation -0.3%, Rac1 GTP hydrolysis 6%, NTR1 ag -1.3, NOD1 NF-kB reporter -54%, GPR35 antagonists -17%, GPR55 LPI antagonism -16% and NTR1 ag cell count 20 µM 70.
Screening Cc1cc(C)cc(NC(=O)C(OC(=O)c2sccc2C)c2ccccc2)c1 (stereo not given) returned KOR beta-arrestin-1 -1.3%, KOR beta-arrestin-2 9%, K1F lysis inhibition -0.4%, GPR55 activation 0.7%, Rac1 GTP hydrolysis 8%, NTR1 ag 5.9, NOD1 NF-kB reporter 8%, GPR35 antagonists -15%, GPR55 LPI antagonism 7% and NTR1 ag cell count 20 µM 71.
For CC(C)Oc1ccc(/C=N/NC(=O)C(CSCc2ccccc2)NC(=O)c2ccc([N+](=O)[O-])cc2)cc1 (stereo not given) the results were KOR beta-arrestin-1 59%, KOR beta-arrestin-2 -259%, K1F lysis inhibition -0.2%, GPR55 activation -0.4%, Rac1 GTP hydrolysis 4%, NTR1 ag 8.3, NOD1 NF-kB reporter -36%, GPR35 antagonists 31%, GPR55 LPI antagonism 13% and NTR1 ag cell count 20 µM 89.
CC1(C)CC(=O)C2=C(C1)NC(=O)CC2c1ccccc1F (stereo not given) was read as KOR beta-arrestin-1 0.6%, KOR beta-arrestin-2 7%, K1F lysis inhibition 0.1%, GPR55 activation -0.2%, Rac1 GTP hydrolysis 9%, NTR1 ag -0.8, NOD1 NF-kB reporter -14%, GPR35 antagonists 14%, GPR55 LPI antagonism 25% and NTR1 ag cell count 20 µM 69.
`CCc1ccc(OCCCC(=O)Nc2ccc(N3CCOCC3)cc2)cc1` gave KOR beta-arrestin-2 -31%[20 µM], K1F lysis inhibition 0.1%, GPR55 activation -0.1%, Rac1 GTP hydrolysis 5%, NTR1 ag 0.2, NOD1 NF-kB reporter -7%, GPR35 antagonists 2%, GPR55 LPI antagonism 4% and NTR1 ag cell count 20 µM 65.
For c1csc(-c2nc(NCC3CCCO3)c3ccccc3n2)c1 (stereo not given) the results were KOR beta-arrestin-1 -4.0%, KOR beta-arrestin-2 -4%, K1F lysis inhibition 0.6%, GPR55 activation 0.5%, Rac1 GTP hydrolysis 5%, NTR1 ag 0.8, NOD1 NF-kB reporter -14%, GPR35 antagonists -9%, GPR55 LPI antagonism 2% and NTR1 ag cell count 20 µM 42.
`Cc1ccc(S(=O)(=O)N(c2ccc(Br)cc2)C2C=CS(=O)(=O)C2)cc1` (stereo not given) gave KOR beta-arrestin-1 -3.8%, KOR beta-arrestin-2 -22%[20 µM], K1F lysis inhibition -0.3%, GPR55 activation 0.3%, Rac1 GTP hydrolysis 8%, NTR1 ag 3.1, NOD1 NF-kB reporter 2%, GPR35 antagonists -3%, GPR55 LPI antagonism -2% and NTR1 ag cell count 20 µM 50.
For COc1ccc(Nc2ccc(Cl)nn2)cc1 the results were KOR beta-arrestin-1 -6.9%, KOR beta-arrestin-2 22%, K1F lysis inhibition 0.1%, GPR55 activation -0.1%, Rac1 GTP hydrolysis 13%, NTR1 ag -1.4, NOD1 NF-kB reporter -5%, GPR35 antagonists 8%, GPR55 LPI antagonism -14% and NTR1 ag cell count 20 µM 106.
Screening CCO/N=C(\C)c1c(O)cc(C(C)C)n(-c2ccccc2)c1=O returned KOR beta-arrestin-1 -0.9%, K1F lysis inhibition 1.4%[50 µM], GPR55 activation 0.0%, Rac1 GTP hydrolysis 5%, NTR1 ag 0.4, NOD1 NF-kB reporter -28%, GPR35 antagonists -3%, GPR55 LPI antagonism 8% and NTR1 ag cell count 20 µM 42.
`COc1ccc(-c2ccc(/C=C3\C(=O)N(c4ccccc4)N=C3c3ccccc3)o2)c([N+](=O)[O-])c1` gave KOR beta-arrestin-1 13%, KOR beta-arrestin-2 -2%, K1F lysis inhibition 8.3%, GPR55 activation -0.1%, Rac1 GTP hydrolysis 1%, NTR1 ag -3.5, NOD1 NF-kB reporter 10%, GPR35 antagonists -1%, GPR55 LPI antagonism 15% and NTR1 ag cell count 20 µM 100.
Screening CCN1CCCC1CNC(=O)c1cc2ccc(OC)cc2[nH]1 (stereo not given) returned KOR beta-arrestin-1 -3.3%, KOR beta-arrestin-2 10%, K1F lysis inhibition 3.5%[50 µM], GPR55 activation 0.0%, Rac1 GTP hydrolysis -8%, NTR1 ag -1.0, NOD1 NF-kB reporter -1%, GPR35 antagonists 8%, GPR55 LPI antagonism 6% and NTR1 ag cell count 20 µM 76.
Screening OCCNc1nc(Nc2cccc(O)c2)nc2ccccc12 returned KOR beta-arrestin-2 25%, K1F lysis inhibition 0.1%, GPR55 activation 0.8%, Rac1 GTP hydrolysis 15%, NTR1 ag 1.5, NOD1 NF-kB reporter -8%, GPR35 antagonists 18%, GPR55 LPI antagonism 4% and NTR1 ag cell count 20 µM 57.
For COc1cccc(CNC(=O)N[C@@H](CC(C)C)C(=O)O)c1 the results were KOR beta-arrestin-1 -6.3%, KOR beta-arrestin-2 9%, K1F lysis inhibition 3.9%, GPR55 activation 0.2%, Rac1 GTP hydrolysis 4%, NTR1 ag 0.2, NOD1 NF-kB reporter 9%, GPR35 antagonists -6%, GPR55 LPI antagonism 9% and NTR1 ag cell count 20 µM 37.
For COC(=O)c1nnn(CC(=O)Nc2cccc(Cl)c2)c1C(=O)OC the results were KOR beta-arrestin-1 -1.2%, KOR beta-arrestin-2 12%, K1F lysis inhibition -1.5%, GPR55 activation -0.2%, Rac1 GTP hydrolysis 1%, NTR1 ag 0.6, NOD1 NF-kB reporter -6%, GPR35 antagonists -12%, GPR55 LPI antagonism -3% and NTR1 ag cell count 20 µM 69.
Screening CC(=O)Nc1ccc2nc(NC(=O)COc3ccc(C)cc3)sc2c1 returned KOR beta-arrestin-1 -6.7%, KOR beta-arrestin-2 -11%, K1F lysis inhibition 0.0%, GPR55 activation -0.3%, Rac1 GTP hydrolysis 6%, NTR1 ag 0.6, NOD1 NF-kB reporter -33%, GPR35 antagonists -8%, GPR55 LPI antagonism 1% and NTR1 ag cell count 20 µM 48.

Not a retest: 2 of the compounds above.
For COC(=O)c1nnn(CC(=O)Nc2cccc(Cl)c2)c1C(=O)OC the results were KOR beta-arrestin-1 -1.2%, KOR beta-arrestin-2 12%, K1F lysis inhibition -1.5%, GPR55 activation -0.2%, Rac1 GTP hydrolysis 1%, NTR1 ag 0.6, NOD1 NF-kB reporter -6%, GPR35 antagonists -12%, GPR55 LPI antagonism -3% and NTR1 ag cell count 20 µM 69.
Screening CC(=O)Nc1ccc2nc(NC(=O)COc3ccc(C)cc3)sc2c1 returned KOR beta-arrestin-1 -6.7%, KOR beta-arrestin-2 -11%, K1F lysis inhibition 0.0%, GPR55 activation -0.3%, Rac1 GTP hydrolysis 6%, NTR1 ag 0.6, NOD1 NF-kB reporter -33%, GPR35 antagonists -8%, GPR55 LPI antagonism 1% and NTR1 ag cell count 20 µM 48.
